Screening data as filed in PubChem.
hK5 inh – inhibitors of human kallikrein 5; AID 873; Q9Y337; 0.59% of 210,000 active; inhibition, % at 5 µM; recombinant hK5, fluorogenic AMC substrate cleavage;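 active = inhibition of 40% or more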;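 note: 0% = enzyme controls without compound and 100% = no-enzyme blanks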
Target sequence (Q9Y337 67-293 limits assumed): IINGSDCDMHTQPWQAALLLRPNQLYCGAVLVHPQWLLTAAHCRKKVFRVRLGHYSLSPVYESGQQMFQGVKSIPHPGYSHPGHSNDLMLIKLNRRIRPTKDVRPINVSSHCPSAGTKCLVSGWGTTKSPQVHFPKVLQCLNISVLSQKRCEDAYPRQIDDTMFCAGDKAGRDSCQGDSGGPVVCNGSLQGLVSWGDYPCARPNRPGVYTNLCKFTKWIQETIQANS
TNF necrop inh – blocks TNF-alpha induced death of Jurkat FADD-/- cells | Jurkat FADD-/- TNF necroptosis rescue, ATP luminescence, 24 h; 0 = TNF only, 100 = no-TNF cells | activation (protection from cell death), % at 10 µM | 0.068% of 220,000 active | AID 463075;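 active = activation, meaning protection from cell death, of at least 50% relative to plate controls; inactive = activation below 50%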;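 note: necroptosis triggered by 40 ng/mL TNF-alpha added together with compound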
Hck-Nef inh – blocks Nef-activated human Hck kinase | Recombinant Hck-YEEI plus Nef, Z-Lyte FRET kinase assay | inhibition, % at 20 µM | 0.68% of 220,000 active;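 active = Hck-Nef kinase inhibition above about 50%, limit read from the data; inactive = inhibition below that limit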;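 note: 0% = DMSO with Hck plus Nef and 100% = Hck alone without Nef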
Rad51 HR inh – Rad51 (human) homologous recombination inhibition; Q06609; hRad51 DNA strand exchange, fluorescence dequenching; inhibition, % at 10 µM; 0.085% of 200,000 active; AID 1385;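 active = inhibition above 40% at the single screening dose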;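 note: 0% = DMSO control wells and 100% = blanks with heterologous ssDNA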
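Test system – preformed human Rad51 ssDNA filaments · Reagent – Donor/quencher-labelled 47-bp dsDNA substrate · Incubation – 37 °C 15-min filament assembly, 30-min compound preincubation, 15-min exchange · Signal – FRET fluorescence dequenching, excitation 485 nm, emission 520 nm · Read-out – percent inhibition from fluorescence, normalised to plate control and blank means · Benchmarks – plate control and blank wells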
FXIa inh 1536 – factor XIa (human) inhibition; 0.14% of 220,000 active; purified FXIa, Boc-Glu-Ala-Arg-AMC fluorogenic substrate; inhibition, % at 5 µM; P03951;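 active = inhibition of at least 40%; inactive = inhibition below 40%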;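 note: fluorescence of freed AMC excited at 355 nm; 0% = enzyme without compound and 100% = no enzyme blank; many of its hits are not listed in these tables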
Target sequence (P03951 19-387 limits assumed): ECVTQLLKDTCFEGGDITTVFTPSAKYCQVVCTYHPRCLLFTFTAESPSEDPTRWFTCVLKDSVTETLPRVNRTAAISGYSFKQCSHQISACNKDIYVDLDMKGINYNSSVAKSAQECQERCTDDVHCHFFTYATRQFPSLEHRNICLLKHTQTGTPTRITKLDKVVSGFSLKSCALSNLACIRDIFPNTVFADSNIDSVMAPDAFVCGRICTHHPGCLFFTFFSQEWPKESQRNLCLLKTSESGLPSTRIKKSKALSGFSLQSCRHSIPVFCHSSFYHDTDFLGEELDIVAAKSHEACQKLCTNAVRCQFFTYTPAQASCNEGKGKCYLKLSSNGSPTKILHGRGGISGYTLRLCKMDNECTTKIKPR
Target sequence (P03951 388-625 limits assumed): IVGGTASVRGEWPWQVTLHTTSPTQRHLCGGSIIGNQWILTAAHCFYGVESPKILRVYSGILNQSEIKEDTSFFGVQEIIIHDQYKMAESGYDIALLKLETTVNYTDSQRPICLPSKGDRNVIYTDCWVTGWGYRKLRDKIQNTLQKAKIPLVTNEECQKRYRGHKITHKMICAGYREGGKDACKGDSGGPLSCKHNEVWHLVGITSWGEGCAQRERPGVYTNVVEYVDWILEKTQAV
Thrombin inh – blocks human thrombin protease activity; inhibition, % at 5 µM; alpha-thrombin, Boc-VPR-AMC fluorogenic substrate cleavage; AID 1046; 0.26% of 220,000 active;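 active = inhibition at or above 40%; inactive = inhibition below 40%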;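 note: 0% = enzyme with no compound and 100% = wells without enzyme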
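signal = AMC fluorescence, 355/460 nm | material = human alpha-thrombin enzyme | control set = enzyme without compound as high, wells lacking enzyme as low | times = reaction at room temperature | read-out basis = percent inhibition scaled between no-compound controls and no-enzyme blanks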
L929 necroptosis – blocks zVAD induced death of L929 cells; L929 zVAD necroptosis rescue, ATP luminescence, 24 h; with zVAD 60 µM; viability rescue, % at 10 µM; 0.38% of 220,000 active; AID 1377;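 active = activation, scaled between plate controls, above about 75%, limit read from the data; inactive = activation under that limit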;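 note: 0% = zVAD with DMSO and 100% = DMSO alone without zVAD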
KCC2 mod – modulates chloride dependent transport by human KCC2; Q9H2X9; KCC2 cells, thallium flux FluoZin-2 fluorescence; B-score of Tl+ flux slope (higher = more flux/activation; lower = inhibition) at 10 µM; 2.2% of 190,000 active; AID 1456;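 active = thallium flux slope and its plate-corrected score both differing from the plate sample mean at a set confidence after two filtering rounds, in either direction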;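 note: slope of fluorescence scaled to starting intensity during 10 to 20 s after thallium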
FXIIa inh – factor XIIa (human) inhibition; P00748; purified FXIIa, Boc-QGR-AMC fluorogenic substrate, 2 h; inhibition, % at 5 µM; 0.3% of 220,000 active; AID 800; in the data active = inhibition above about 40%;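 note: 0% = enzyme with no compound and 100% = blank without enzyme; many of its hits are not listed in these tables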
* marks the source's active call; other numbers are inactive results; nt = no result given; & = joins results of further samples. Some of the compounds tested; count on the stated rates, not on these rows.

Structure	hK5 inh	TNF necrop inh	Hck-Nef inh	Rad51 HR inh	FXIa inh 1536	Thrombin inh	L929 necroptosis	KCC2 mod	FXIIa inh
O=c1c2c(nc3cc(-c4ccccc4)[nH]n13)CCS2	-23	-2.9	1	nt	-7	-3	0.0	1.1	0
COCc1cc(C)nc(OCC(=O)N/N=C/c2ccc(-c3cc([N+](=O)[O-])ccc3Cl)o2)c1C#N	-11	1.1	93*	1	-7	2	5.3	6.8*	2
CCOC(=O)c1c(NC(=O)c2cccs2)sc2c1CCCC2	-16	0.2	0	0	6	3	-1.5	nt	15
CCn1cc([N+](=O)[O-])c(C(=O)N2N=C(c3ccc(O)c(OC)c3)CC2c2ccccc2O)n1 (stereo not drawn)	-7	-6.5	7	11	14	3	0.3	-1.8	10
COC(=O)C1=CN(CC2CCCO2)C=C(C(=O)OC)C1c1ccsc1 (stereo not drawn)	-164	1.2	49	-5	-12	-10	0.5	0.86	-12
Cc1ccc(CN2CCc3c(OCC(=O)Nc4cc(C)ccc4C)cccc3C2=O)cc1	-12	2.8	4	-4	4	-6	0.9	0.54	4
COc1ccc(N(C(=O)/C=C/c2ccccc2)C2=CC3CCC(C2)N3C)cc1 (stereo not drawn)	-2	-6.9	2	-7	9	-4	1.2	-1	5
O=C(CNC(=O)c1cccc(F)c1)N/N=C/c1ccc(O)c([N+](=O)[O-])c1	-2	-0.4	1	12	-6	16	0.6	1.2	-1
CS(=O)(=O)N1CCN(c2ccc(NC(=O)c3ccc([N+](=O)[O-])o3)cc2)CC1	24	-3.9	-8	nt	0	-2	1.5	0.49	7
O=C(Nc1cccc(Cl)c1N1CCCCC1)c1ccc2c(c1)OCCO2	6	-1.7	-1	0	2	-1	-0.3	nt	8
Cc1ccc(NC(=O)N2Cc3ccccc3CC2C(=O)NC(C)(C)C)cc1 (stereo not drawn)	-1	-4.1	-1	1	1	-4	-0.5	nt	3
CNC(=O)c1sc(-c2ccc(Cl)cc2)nc1C	-13	-0.2	2	4	1	0	-0.1	-0.52	14
O=C(Cc1c(F)cccc1Cl)N1CCCC1	-2	-0.1	-2	5	4	1	0.0	0.73	17
COc1ccc(Nc2ccncc2[N+](=O)[O-])cc1	-21	0.5	0	-3	-6	-3	2.8	-0.053	0
Cc1ccc2nc(SCc3nc4cc(Cl)ccc4c(=O)[nH]3)[nH]c2c1	-8	1.5	6	5	-5	-3	3.7	0.45	5

Structure	hK5 inh	TNF necrop inh	Hck-Nef inh	Rad51 HR inh	FXIa inh 1536	Thrombin inh	L929 necroptosis	KCC2 mod	FXIIa inh
Cc1cc(C(=O)N2CCN(c3ncccc3C#N)CC2)no1	7	0.9	2	-5	9	7	0.1	0.13	22
O=C(Nc1ccc(F)cc1)C1CC(=O)n2cnnc2N1 (stereo not drawn)	0	-0.2	22	4	-1	0	0.2	0.17	12
COC(=O)c1ccc2c(c1)C(=O)/C(=C/c1ccc(O)cc1)O2	-12	-0.4	11	-65	-6	-9	0.0	1	-1
N#Cc1cccc(NC(=O)CC2CCCCC2)c1	-8	7.0	5	3	-3	2	1.3	-0.11	15
Cc1ccc(CN2C(=O)CCC2C(=O)NCc2ccco2)cc1 (stereo not drawn)	5	-0.3	1	7	-31	-5	1.0	nt	-3
O=C(NCCc1ccccc1)c1cc(-c2ccc3c(c2)OCO3)on1	1	0.6	0	2	6	7	0.4	-0.2	17
CNc1nc(-c2ccccc2)nnc1C(F)(F)F	-24	-2.9	0	-4	15	2	-0.1	0.44	20
CCC(C)NC(=O)CC1Oc2ccc(Cl)cc2NC1=O (stereo not drawn)	23	0.2	0	3	5	11	-0.8	1.5	17
COc1cc(CN2CCN(C(=O)CC(C)C)CC2)cc(OC)c1OC	18	-2.3	-1	7	14	20	1.1	0.26	23
CN1CC2=Cc3ccccc3OC23Oc2ccccc2C=C3C1	1	5.2	4	nt	-2	5	18	nt	15
COCCCNCCOCCOc1ccc(C)cc1Br	-4	2.6	0	-9	5	-7	0.1	-0.38	10
O=C(Cc1cc(=O)[nH][nH]1)N/N=C/c1c(Cl)cccc1Cl	-8	0.2&0.3	-10&1	-2&-8	2	-2	0.3&-0.2	-0.47&0.24	11
Cc1cc(C)nc(SCCS(=O)Cc2ccc(Cl)cc2)n1 (stereo not drawn)	-9	0.3	0	-5	6	3	0.3	0.47	8
COc1ccc(CCNC(=O)C2CCN(S(=O)(=O)c3cnc[nH]3)CC2)cc1OC	9	2.0	-1	0	-6	-8	0.9	0.5	3
CC(C(=O)NCC1CCCO1)N(C(=O)c1snc(C(N)=O)c1N)c1ccccc1 (stereo not drawn)	-7	-0.6	9	1	-4	-3	0.5	0.71	5

Structure	hK5 inh	TNF necrop inh	Hck-Nef inh	Rad51 HR inh	FXIa inh 1536	Thrombin inh	L929 necroptosis	KCC2 mod	FXIIa inh
CCOC(=O)C1C(=O)CC(C)(O)C(C(=O)OCC)C1c1ccco1 (stereo not drawn)	-4	-0.2	0	-7	-6	-2	-0.3	0.036	3
Nc1ccc(C(=O)N/N=C2\CCCc3c2[nH]c2ccccc32)cc1	-4	-3.1	0	-6	3	0	0.7	-0.41	3
Cc1ccc(C(C(=O)NC(C)(C)C)N(Cc2cccs2)C(=O)c2csnn2)cc1 (stereo not drawn)	nt	-2.8	6	-1	nt	nt	-0.5	0.27	nt
COc1ccc(CCNC(=O)COC(=O)/C=C/c2ccc(OCC#N)c(OC)c2)cc1	-12	0.5	3	23	9	-1	0.4	0.56	10
CCOC(=O)N1CCN(C(=O)C(C)N(c2ccccc2)S(C)(=O)=O)CC1 (stereo not drawn)	4	-0.2	23	3	2	-8	0.7	-0.26	12
COC(=O)C(N)Cc1ccc(O)c(O)c1 (stereo not drawn)	3	-1.6	0	-6	-24	-5	-0.3	0.15	6
CCCCCCN1C2=NCCN2c2ccccc21	4	1.6	4	-3	5	3	-1.3	0.22	17
Cc1cccc2[nH]c3c(N4CCN(C(=O)c5ccco5)CC4)ncnc3c12	1	-6.1	1	-3	-5	-5	0.1	0.04	-8
O=c1sc2ccccc2c(=O)n1Cc1ccccc1F	0	1.7	23	-4	-2	-2	1.5	-0.82	7
Cc1ccc2c(c1)C(C)CC(C)(C)N2C(=O)CN1CCN(C)CC1 (stereo not drawn)	1	0.7	18	13	1	-3	-1.2	nt	12
COc1cccc(NC(=O)c2cc(OC)c(OC)c(OC)c2Br)c1	-13	0.6	2	-11	-4	-7	8.2	0.1	2
CN(Cc1ccccc1)S(=O)(=O)c1ccccc1[N+](=O)[O-]	0	-0.6	1	nt	-3	-12	-1.0	nt	2
COc1cccc(CNc2nc(-c3cccnc3)nc3ccccc23)c1	3	0.7	24	-3	-4	-5	1.6	-0.56	8
CCOc1c(CNCc2ccc(C(=O)O)cc2)cccc1OC	-2	0.8	-12	8	-6	5	0.2	0.66	2
Cc1ccc(C(=O)N/C(=C\c2cccs2)C(=O)NC2CCCCC2)cc1	-5	-1.6	-17	-3	-4	-2	-0.1	-0.61	1

Structure	hK5 inh	TNF necrop inh	Hck-Nef inh	Rad51 HR inh	FXIa inh 1536	Thrombin inh	L929 necroptosis	KCC2 mod	FXIIa inh
O=C(CSc1nc2ccccc2[nH]1)c1ccc(Cl)s1	-3	0.0	2	5	1	3	1.6	-0.2	14
Cc1cccc(NC(=O)COc2ccc(Br)cc2/C=N/O)c1	-5	2.6	4	nt	-5	0	0.8	-0.65	4
COc1cccc(/C=N/NC(=O)CSc2ccccc2C)c1O	-48	-9.1	3	nt	7	-1	0.8	-0.37	10
COC(=O)c1cc(OC)c(OC)cc1N	-3	-0.2	-4	4	-5	-10	-0.7	-0.4	-4
C/C(=N\NC(N)=O)C1(C)CCCCC1	6	1.3	-18	-3	4	-17	-0.2	0.74	0
Fc1ccc(C2=Nn3c(Cc4ccccc4F)nnc3SC2)cc1	-7	-1.4	0	-3	3	3	0.3	0.27	14
CCOC(=O)c1[nH]c2ccc(OC)cc2c1NC(=O)CCN1CCN(Cc2ccccc2)CC1	-36	1.3	2	nt	4	0	0.1	0.022	15
COc1ccc(C(CCN2CCCCC2)c2c(OC)cc(OC)c3c(-c4ccccc4)cc(=O)oc23)cc1 (stereo not drawn)	1	-22	25	-5	2	2	9.4	1	9
CCOc1ccccc1Nc1ncccc1C(=O)N1CCCC1	-9	-1.6	-1	3	5	-1	-0.5	nt	14

Molecules listed so far that have an aryl methoxy group, in the order listed:
Structure	hK5 inh	TNF necrop inh	Hck-Nef inh	Rad51 HR inh	FXIa inh 1536	Thrombin inh	L929 necroptosis	KCC2 mod	FXIIa inh
CCn1cc([N+](=O)[O-])c(C(=O)N2N=C(c3ccc(O)c(OC)c3)CC2c2ccccc2O)n1 (stereo not drawn)	-7	-6.5	7	11	14	3	0.3	-1.8	10
COc1ccc(N(C(=O)/C=C/c2ccccc2)C2=CC3CCC(C2)N3C)cc1 (stereo not drawn)	-2	-6.9	2	-7	9	-4	1.2	-1	5
COc1ccc(Nc2ccncc2[N+](=O)[O-])cc1	-21	0.5	0	-3	-6	-3	2.8	-0.053	0
COc1cc(CN2CCN(C(=O)CC(C)C)CC2)cc(OC)c1OC	18	-2.3	-1	7	14	20	1.1	0.26	23
COc1ccc(CCNC(=O)C2CCN(S(=O)(=O)c3cnc[nH]3)CC2)cc1OC	9	2.0	-1	0	-6	-8	0.9	0.5	3
COc1ccc(CCNC(=O)COC(=O)/C=C/c2ccc(OCC#N)c(OC)c2)cc1	-12	0.5	3	23	9	-1	0.4	0.56	10
COc1cccc(NC(=O)c2cc(OC)c(OC)c(OC)c2Br)c1	-13	0.6	2	-11	-4	-7	8.2	0.1	2
COc1cccc(CNc2nc(-c3cccnc3)nc3ccccc23)c1	3	0.7	24	-3	-4	-5	1.6	-0.56	8
CCOc1c(CNCc2ccc(C(=O)O)cc2)cccc1OC	-2	0.8	-12	8	-6	5	0.2	0.66	2
COc1cccc(/C=N/NC(=O)CSc2ccccc2C)c1O	-48	-9.1	3	nt	7	-1	0.8	-0.37	10
COC(=O)c1cc(OC)c(OC)cc1N	-3	-0.2	-4	4	-5	-10	-0.7	-0.4	-4
CCOC(=O)c1[nH]c2ccc(OC)cc2c1NC(=O)CCN1CCN(Cc2ccccc2)CC1	-36	1.3	2	nt	4	0	0.1	0.022	15
COc1ccc(C(CCN2CCCCC2)c2c(OC)cc(OC)c3c(-c4ccccc4)cc(=O)oc23)cc1 (stereo not drawn)	1	-22	25	-5	2	2	9.4	1	9
